Compound activity as filed in PubChem BioAssay.
USP1-UAF1 inh: blocks the human USP1/UAF1 deubiquitinase complex; recombinant USP1/UAF1, Ub-Rhodamine cleavage fluorescence; Potency, µM (highest dose often 57.1 µM), for inactives: top-dose activity change, negative = inhibition, actives largely listed as inhibitors; actives 0.23% (n = 390,000); note: % is set by controls: 0 for no effect and ±100 for the full control effect; nearly all actives have a fitted effect of over 60% in size; inactives centre near -12
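Step one: compound is pinned into 1nM USP1/UAF1 in HEPES pH 7.8 buffer with TCEP. Step two: 15 min room-temperature incubation. Step three: Ub-Rho (150nM final) starts cleavage, tracked by fluorescence over six one-minute reads.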
Vif-APOBEC3G blk: blocks the Vif interaction with human APOBEC3G; Q9HC16; HeLa A3G-eYFP + Vif (tagged APOBEC3G with the HIV-1 protein that degrades it), YFP fluorescence, overnight; Potency, µM (series often up to 46.1 µM), for the others: top-dose activity, negative = active, actives largely listed as inhibitors; actives 0.076% (n = 410,000);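 note: % is set by controls: 0 for no effect and ±100 for the full control effect; nearly all actives have a fitted effect of over 60% in size; hits raise eYFP signal because A3G escapes Vif-driven loss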
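HeLa cells stably expressing Vif and C-terminally eYFP-tagged A3G, seeded overnight at 37 deg C, then exposed to compound by pintool overnight at 37 deg C. Rise in yellow fluorescence (Ex 488/Em 500-530, Acumen) marks blocked Vif-driven A3G degradation.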
Vif-APOBEC3F blk: blocks the Vif interaction with APOBEC3F | actives 0.2% (n = 390,000) | Potency, µM (series often up to 46.1 µM), for the others: at the highest dose activity, negative = active | HeLa A3F-eYFP + Vif (tagged APOBEC3F with the HIV-1 protein that degrades it), YFP fluorescence increase; note: % of control where 0% means no effect; nearly all actives have a fitted effect of over 65% in size
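HeLa cells stably expressing Vif plus C-terminally eYFP-tagged A3F were seeded, incubated overnight at 37 deg C, dosed with compound, incubated overnight again at 37 deg C. Yellow fluorescence (Ex 488/Em 500-530) reported blocked Vif-mediated A3F-eYFP degradation.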
mIDH1 inhibitor: human IDH1 R132H inhibition. IDH1-R132H enzyme, NADPH consumption, diaphorase/resazurin fluorescence. O75874. Potency, µM (highest dose often 76.6 µM), inactives show at the top dose activity change, negative = inhibition, usual class: inhibitors. actives 0.093% (n = 390,000); note: % is set by controls: 0 for no effect and ±100 for the full control effect; nearly all actives have a fitted effect of over 65% in size
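IDH1-R132H (0.5 ug/mL) preincubated 30 min with compound, then NADPH (0.016 mM) and alpha-KG (2 mM) added; 80 min at RT, pH 7.5. Remaining NADPH coupled via diaphorase/resazurin to fluorescence (540/590 nm); concentration-response curves normalized to no-enzyme control.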
TrxR1 substrate: is turned over as a substrate by rat TrxR1; O89049; purified TrxR1 substrate turnover, NADPH consumption readout; Potency, µM (highest dose often 114 µM), for the others: top-dose activity change, negative = substrate turnover; actives 0.01% (n = 390,000); AID 588456; note: % is set by controls: 0 for no effect and ±100 for the full control effect; nearly all actives have a fitted effect of over 50% in size
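Rat TrxR1, dispensed at 90 nM, was prereduced with 400 uM NADPH (final) for 5 min at ~22 deg C, then incubated with compound 15 min before 400 uM selenite. A first-read NADPH fluorescence drop versus no-compound background flagged substrates.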
rTrxR1 inhibitor: blocks rat thioredoxin reductase 1; actives 1% (n = 390,000); recombinant rTrxR1, NADPH fluorescence consumption, selenite substrate; Potency, µM (top dose mostly 114 µM), without a hit: at the highest dose activity change, negative = inhibition, most hits filed as inhibitors; O89049; note: % is set by controls: 0 for no effect and ±100 for the full control effect; nearly all actives have a fitted effect of over 65% in size
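Rat TrxR1 (90 nM in the dispensed reagent) was pre-reduced with 400 uM NADPH for 5 min at room temperature, then incubated with compound for 15 min. After 400 uM selenite was added, NADPH fluorescence (Ex 340/Em 450 nm) was followed for 8 min.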
RGS4 inh: human RGS4 inhibition. Transcreener GDP fluorescence polarization, RGS4-accelerated GTP hydrolysis. Potency, µM (top dose mostly 114 µM), inactives show top-dose activity change, negative = inhibition, usual class: inhibitors. actives 0.039% (n = 390,000); note: % is set by controls: 0 for no effect and ±100 for the full control effect; nearly all actives have a fitted effect of over 75% in size; some results filed as inactive show a strong effect at the top dose
Target sequence (P49798 whole entry, looked up): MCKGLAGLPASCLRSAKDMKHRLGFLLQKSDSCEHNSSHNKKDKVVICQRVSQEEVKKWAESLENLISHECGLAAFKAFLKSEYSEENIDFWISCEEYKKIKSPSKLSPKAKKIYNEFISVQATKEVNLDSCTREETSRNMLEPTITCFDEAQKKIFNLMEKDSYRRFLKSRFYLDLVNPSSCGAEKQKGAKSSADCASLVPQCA
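MLSMR compounds (23 nl, pin-transferred) preincubated 10 min at room temperature with a 500nM (2x) first reagent, then RGS4 at 900nM (2x) plus Transcreener GDP mix added; fluorescence polarization (620/688 nm) read before and after 90 min at 30 °C.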
RXFP1 ag: RXFP1 (human) receptor agonism; Q9HBX9; HEK293T-RXFP1 cAMP TR-FRET, 30 min; response scale: percent of porcine relaxin response, buffer zero; Potency, µM (top dose mostly 57.5 µM), without a hit: at the highest dose activation, actives largely listed as activators; actives 0.3% (n = 370,000); note: % is set by controls: 0 for no effect and ±100 for the full control effect; nearly all actives have a fitted effect of over 60% in size; many of its hits are not listed in these tables
Target sequence (Q9HBX9 whole entry, looked up): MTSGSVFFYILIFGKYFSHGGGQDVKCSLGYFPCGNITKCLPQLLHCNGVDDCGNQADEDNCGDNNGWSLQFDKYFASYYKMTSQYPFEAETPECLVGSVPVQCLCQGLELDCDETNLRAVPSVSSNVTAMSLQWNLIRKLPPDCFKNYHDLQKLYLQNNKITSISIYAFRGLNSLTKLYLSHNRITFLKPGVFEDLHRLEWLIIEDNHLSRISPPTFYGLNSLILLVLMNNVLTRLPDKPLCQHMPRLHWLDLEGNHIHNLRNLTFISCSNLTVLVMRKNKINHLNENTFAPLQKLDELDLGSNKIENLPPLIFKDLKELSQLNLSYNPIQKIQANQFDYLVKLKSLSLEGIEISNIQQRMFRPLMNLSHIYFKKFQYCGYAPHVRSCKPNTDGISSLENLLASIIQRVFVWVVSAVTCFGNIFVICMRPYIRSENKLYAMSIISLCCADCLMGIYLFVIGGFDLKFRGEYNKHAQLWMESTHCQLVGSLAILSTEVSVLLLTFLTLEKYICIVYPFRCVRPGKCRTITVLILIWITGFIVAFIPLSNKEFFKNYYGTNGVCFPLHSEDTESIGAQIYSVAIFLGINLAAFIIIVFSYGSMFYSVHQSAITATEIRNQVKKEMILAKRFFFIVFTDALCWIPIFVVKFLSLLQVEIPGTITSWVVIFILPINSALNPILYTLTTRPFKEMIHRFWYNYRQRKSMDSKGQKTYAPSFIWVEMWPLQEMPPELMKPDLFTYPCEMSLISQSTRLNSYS
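HEK293 cells stably expressing RXFP1, treated 30 min at 37C with compounds plus PDE4 inhibitor Ro 20174; cAMP measured by HTRF TR-FRET. Normalized to buffer and 29 nM porcine relaxin; EC50 by Hill fit.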
ALOX12 inh: inhibitors of human 12S-lipoxygenase ALOX12 | P18054 | purified 12hLO, xylenol orange hydroperoxide absorbance | Potency, µM (titrated, usually from 108 µM), for the others: at the top dose activity change, negative = inhibition, hits mostly inhibitors | actives 1.1% (n = 580,000) | AID 1671190; note: % is set by controls: 0 for no effect and ±100 for the full control effect
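Purified human 12hLO at 150 nM in 25 mM Hepes, 0.01% Triton X-100, pH 7.0, preincubated 15 min at room temperature with compound. Reaction started with 40 uM arachidonic acid, 30 min at room temperature. Hydroperoxide measured by Fe-xylenol orange, 573/405 nm absorbance ratio.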
* marks the source's active call; other numbers are inactive results; u = inconclusive; x = no result given; & = joins results of further samples; [ ] = another dose, or the depositor's remark. Calls come from the whole dose curve; as a rule, active = well fitted curve in the direction sought with a large enough effect; inconclusive = small, poorly fitted or top-dose-only effect, or another doubt; inactive = no such curve, though single readings can be large; an effect the other way counts as inactive or inconclusive. Potency is the fitted concentration of half-maximal effect.

SMILES	USP1-UAF1 inh	Vif-APOBEC3G blk	Vif-APOBEC3F blk	mIDH1 inhibitor	TrxR1 substrate	rTrxR1 inhibitor	RGS4 inh	RXFP1 ag	ALOX12 inh
O=C(/C=C/c1ccc(S(=O)(=O)N2CCOCC2)cc1)NC(CO)C(O)c1ccc([N+](=O)[O-])cc1 (stereo not drawn)	-4%	1%	-4%	1%	6%[11.4 µM]	18%[11.4 µM]	12%	x	5%
Cc1oc2cc3oc(=O)c(CCC(=O)NCCN4CCOCC4)c(C)c3cc2c1C	-23%	2%	5%	8%	11%	-9%	-14%	-0.2%	9%
COC(=O)NC1CCC(CC2CCC(NC(=O)OC)CC2)CC1 (stereo not drawn)	-18%	1%	2%	2%	-7%	-9%	-20%	0.4%	-11%
COc1cc(CNCc2ccccn2)ccc1OCc1c(Cl)cccc1Cl	-3%	-7%	1%	-1%	-5%[57.1 µM]	-6%[57.1 µM]	-23%	-4.5%	2%[57.4 µM]
COc1ccc(CC(=O)NCC2CCCN(Cc3ccc(F)cc3F)C2)cc1 (stereo not drawn)	-14%	3%	3%	-8%	-5%	17%	6%	-2.7%	1%
CCC(C)c1ccccc1NC(=O)COC(=O)c1ccc(N2CCCC2)c([N+](=O)[O-])c1 (stereo not drawn)	2%	0%	2%	2%	-7%	3%	18%	1.1%	-5%
Cc1cccc(Oc2ncccc2[N+](=O)[O-])c1C	-19%	0%	9%	5%	9%[57.1 µM]	9%[57.1 µM]	17%	x	-22%
O=C(CSc1ccc(Cl)cc1)Nc1cccc(-c2nc3ccccc3[nH]2)c1	-7%	-16%	-14%	0%	38%[activator]	4%	u	5.6%	-26%
C=CCN1C(=O)/C(=C2/Sc3ccccc3N2CC)SC1=S	3%	-2%	u	-4%	2%	8%	-7%	9.9%	-1%
O=C(NC1CCCC1)C(c1ccc(F)cc1)N(Cc1ccccc1)C(=O)c1csnn1 (stereo not drawn)	-20%	0%	9%	-5%	-5%	7%	-13%	0.2%	13%
O=C(c1cc(=O)[nH]c2ccccc12)N1CCN(c2ccccc2)CC1	-6%	0%	-7%	5%	14%	46%[activator]	0%	-2.2%	-7%
CCCCn1c(N)c(N(CCOC)C(=O)Cn2c(=O)oc3ccccc32)c(=O)[nH]c1=O	-6%	1%	2%	-13%	5%[57.1 µM]	12%[57.1 µM]	10%	-0.8%	6%
O=C(N/N=C/c1ccc(Br)o1)c1ccc2c(c1)OCCO2	-22%	-15%	-20%	3%	-18%	u	-44%	-0.3%	-9%
O=C1NC(=Nc2ccccc2)c2c1cccc2[N+](=O)[O-]	-13%	2%	-14%	7%	-15%	-24%	10%	2.4%	1%
Cc1ccc(NC(=O)C(c2ccccc2)N2CCN(CC(=O)N3CCOCC3)CC2)cc1 (stereo not drawn)	-30%	-1%	-3%	1%	5%	10%	-4%	0.7%	252%[activator]
COCCN(C(=S)Nc1cccc(OC)c1)C1CCN(C(C)C)CC1	-14%	0%	-2%	-6%	-3%	-8%	-24%	-0.4%	-12%
O=C(CCNC(=O)Cn1ccc2ccccc2c1=O)NCC1CCCC1c1ccccc1 (stereo not drawn)	-17%	-8%	26%	7%	6%	26%	-10%	4.8%	-9%
CC(C)N(Cc1nccn1C)C(=O)c1ccc2oc(Cc3ccccc3)nc2c1	-19%	3%	0%	0%	6%	26%	-12%[11.4 µM]	0.6%	2%
CCOC(=O)c1c(NC(=O)/C=C/c2ccc(OC)c(OC)c2)sc(C(C)=O)c1C	3%	5%	1%	0%	4%	19%	-54%	2.0%	-6%
O=c1oc2ccccc2c(Nc2ccccc2O)c1[N+](=O)[O-]	-9%	-6%	0%	6%	-2%[57.1 µM]	35%[57.1 µM]	-18%	0.2%	4%
Cc1ccc(CNC(=O)c2cc(S(=O)(=O)N3CCOCC3)cn2C)cc1	-9%	2%	-2%	-11%	4%	12%[57.1 µM]	-1%	5.9%	35%[activator]
O=C(CCS(=O)(=O)c1cccs1)Nc1ccc(C(=O)Nc2cccc(Cl)c2)cc1	-29%	1%	-1%	9%	6%	12%	2%	6.8%	0%
CCC(=O)NCCc1nc2cc(NC(=O)c3ccc(OC)cc3)ccc2n1C	-7%	0%	2%	2%	7%	11%	15%	-0.1%	1%
O=C(Nc1ccc(N2CCCC2=O)cc1)c1cncc(Br)c1	-6%	0%	-4%	8%	-1%	-13%	12%	1.0%	3%
COCCC(=O)Nc1ccc2c(c1)CN(C(=O)CSC)CC2	-13%	0%	-15%	25%	-1%	1%	11%	0.8%	0%
SMILES	USP1-UAF1 inh	Vif-APOBEC3G blk	Vif-APOBEC3F blk	mIDH1 inhibitor	TrxR1 substrate	rTrxR1 inhibitor	RGS4 inh	RXFP1 ag	ALOX12 inh
CCCN1C2CCCC1CC(NC(=O)NC13CC4CC(CC(C4)C1)C3)C2 (stereo not drawn)	-22%	0%	-15%	9%	1%	19%	-4%	-0.9%	-23%
C/C=C/C(=O)OCC(=O)Nc1ccc(C)c(S(=O)(=O)N(C)C)c1	-12%	-5%	1%	3%	-4%	2%[57.1 µM]	-21%	-0.4%	-19%
O=C(COC(=O)c1ccc(O)cc1O)Nc1nnc(-c2ccccc2)o1	-5%	0%	10%	1%	2%	18%	12%	-0.1%	21%
COc1ccc(NC(=O)CCC(=O)N(Cc2ccc(OC)c(OC)c2)c2nccs2)cc1	1%	0%	-6%	2%	-10%	-14%	27%	0.9%	-30%
COc1ccc(CN=C(Nc2ccccc2)SC2CC(=O)N(C)C2=O)cc1 (stereo not drawn)	2%	-1%	-11%	0%	-1%	-1%	-13%	4.9%	-21%
C=CCOC(=O)C1=C(C)NC(=O)NC1c1cn(-c2ccccc2)nc1-c1cccs1 (stereo not drawn)	-13%	-2%	-8%	0%	-5%[57.1 µM]	3%	-5%	1.9%	u
O=C(CSc1nnc(-c2ccccc2F)n1C1CCCCC1)N1CCCC1	-8%	1%	4%	-4%	-7%	-5%	-3%	0.5%	8%&0%
CC1=C(C(=O)OC(C)C)C(c2cccnc2)C2=C(CC(C)(C)CC2=O)N1 (stereo not drawn)	-11%	-4%	7%	2%	171%[activator]	17%	9%	1.5%	7%
COc1cc(Cl)ccc1NC(=S)N(CCN1CCOCC1)C1CCN(C(C)=O)CC1	-18%	-2%	-7%	6%	4%	7%	-24%	0.5%	-19%
O=C(CSc1ccc(-c2cccs2)nn1)Nc1ccccc1	-15%&12%	-6%&1%	-7%&2%	9%&-14%	0%[57.1 µM]	27%[57.1 µM]	-22%&-12%	8.1%&14%	-9%&-22%
Cc1ccc(S(=O)(=O)NC(C)(C)CN2CCc3ccccc3C2)cc1	-15%	-1%	5%	0%	-7%	15%	17%	-3.2%	-12%
Cc1ccc2c(c1)C=CC(C#N)N2C(=O)Oc1ccccc1 (stereo not drawn)	-2%	-22%	-18%	5%	x	x	x	x	-15%
CCCn1c(COc2ccccc2)nc2ccccc21	-8%	-4%	-5%	5%	-2%	-5%[57.1 µM]	-12%	0.3%	42%[activator]
C[C@H](NC(=O)c1ccccc1Cl)C(=O)OCC(=O)N1CCN(c2ccccc2)CC1	-12%	-1%	8%	0%	-9%	-6%	10%	-1.3%	0%
O=C(OCc1ccccc1Cl)C1CC(=O)N(Cc2ccco2)C1 (stereo not drawn)	-9%	-5%	1%	5%	-6%	-5%	-3%	0.5%	-9%

Eight entries from above, set out differently:
| SMILES | USP1-UAF1 inh | Vif-APOBEC3G blk | Vif-APOBEC3F blk | mIDH1 inhibitor | TrxR1 substrate | rTrxR1 inhibitor | RGS4 inh | RXFP1 ag | ALOX12 inh |
| --- | --- | --- | --- | --- | --- | --- | --- | --- | --- |
| O=C(/C=C/c1ccc(S(=O)(=O)N2CCOCC2)cc1)NC(CO)C(O)c1ccc([N+](=O)[O-])cc1 (stereo not drawn) | -4% | 1% | -4% | 1% | 6%[11.4 µM] | 18%[11.4 µM] | 12% | x | 5% |
| Cc1oc2cc3oc(=O)c(CCC(=O)NCCN4CCOCC4)c(C)c3cc2c1C | -23% | 2% | 5% | 8% | 11% | -9% | -14% | -0.2% | 9% |
| COC(=O)NC1CCC(CC2CCC(NC(=O)OC)CC2)CC1 (stereo not drawn) | -18% | 1% | 2% | 2% | -7% | -9% | -20% | 0.4% | -11% |
| COc1cc(CNCc2ccccn2)ccc1OCc1c(Cl)cccc1Cl | -3% | -7% | 1% | -1% | -5%[57.1 µM] | -6%[57.1 µM] | -23% | -4.5% | 2%[57.4 µM] |
| COc1ccc(CC(=O)NCC2CCCN(Cc3ccc(F)cc3F)C2)cc1 (stereo not drawn) | -14% | 3% | 3% | -8% | -5% | 17% | 6% | -2.7% | 1% |
| CCC(C)c1ccccc1NC(=O)COC(=O)c1ccc(N2CCCC2)c([N+](=O)[O-])c1 (stereo not drawn) | 2% | 0% | 2% | 2% | -7% | 3% | 18% | 1.1% | -5% |
| Cc1cccc(Oc2ncccc2[N+](=O)[O-])c1C | -19% | 0% | 9% | 5% | 9%[57.1 µM] | 9%[57.1 µM] | 17% | x | -22% |
| O=C(CSc1ccc(Cl)cc1)Nc1cccc(-c2nc3ccccc3[nH]2)c1 | -7% | -16% | -14% | 0% | 38%[activator] | 4% | u | 5.6% | -26% |

An excerpt; the hit share may differ from the screen's.
